Assay outcomes as filed in PubChem.
KDM4E inh = blocks human JMJD2E demethylase activity | B2RXH2 | JMJD2E catalytic domain, FDH-coupled NADH fluorescence (FDH is formaldehyde dehydrogenase) | Potency, µM (highest dose often 57.1 µM), inactives show at the top dose activity change, negative = inhibition, usual class: inhibitors | 230,000 compounds, 1.6% hits | AID 2147; active means well fitted inhibition curve with a large enough effect, not every such curve was filed as active; inconclusive means small, poorly fitted or top-dose-only effect, or another doubt; inactive means no such curve, though single readings can be large or run the other way;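 further: 0% = wells with enzyme and -100% = buffer wells without enzyme; nearly all actives have a fitted effect of over 50% in size; many of its hits are not listed in these tables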
TR SRC2 fluor cs = Texas Red fluorescence interference in TRb-SRC2 counter-screen | TRb/SRC2 Texas Red total fluorescence interference | Potency, µM (doses to about 106 µM), without a hit: at the highest dose fluorescence change, negative = quenching | AID 1479 | 280,000 compounds, 0.29% hits; active means well fitted curve in either direction with a large enough effect; inconclusive means small, poorly fitted or top-dose-only effect; further: on the % scale 0 is the no-effect control and ±100 the full control effect
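Human TRb ligand-binding domain at 0.6 uM with 20 nM Texas Red SRC2 peptide in Tris buffer containing 1 uM T3 and 5% DMSO, incubated with compound 5 h at ambient temperature. Total fluorescence (555/632 nm) calculated as parallel + 2 × perpendicular.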
TRb SRC2 PPI = inhibitors of human thyroid hormone receptor beta-SRC2 interaction. Potency, µM (highest dose often 106 µM), for the others: at the highest dose activity change, negative = inhibition, usual class: inhibitors. TRbeta-SRC2 peptide binding, fluorescence polarization; receptor liganded with 1 µM T3. 280,000 compounds, 0.065% hits. P10828;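 further: plate controls were bound peptide for no effect and peptide without receptor for full effect; nearly all actives have a fitted effect of over 50% in size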
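Fluorescence polarization of 20 nM Texas Red SRC2 peptide with 0.6 uM human TRb ligand-binding domain, in Tris buffer with 1uM T3 and 5% DMSO. Incubated 5 hr ambient; normalized to unbound and bound controls.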
RECQ1 inh = RECQ1 (human) helicase inhibition. RECQ1 DNA unwinding, red fluorescence kinetic read. Potency, µM (top dose mostly 57.3 µM), for inactives: top-dose activity, negative = inhibition, actives largely listed as inhibitors. 240,000 compounds, 0.54% hits;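 further: plate controls were vehicle for no effect and no enzyme for full effect; nearly all actives have a fitted effect of over 30% in size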
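50 nM RECQ1T1 preincubated 15 min with compound in Tris pH 8.0 buffer with MgCl2, DTT, Tween-20 and 2.5 ug/ml poly(dI-dC); started with 200 nM TAMRA/BHQ-2 forked duplex and 2 mM ATP. Unwinding read as fluorescence (525/598 nm), two reads 2 h apart.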
RGS12 GoLoco inh = RGS12 GoLoco-Gai1 interaction inhibition; P63096; Gai1:RGS12 GoLoco peptide FP, rhodamine, 10 min; Potency, µM (doses to about 61.6 µM), inactives show at the highest dose activity, negative = inhibition, most hits filed as inhibitors; 230,000 compounds, 0.44% hits; active means well fitted inhibition curve with a large enough effect, not every such curve was filed as active; inactive means no such curve, though single readings can be large or run the other way; further: on the % scale 0 is the no-effect control and ±100 the full control effect; nearly all actives have a fitted effect of over 30% in size; many of its hits are not listed in these tables
Target sequence (P63096 whole entry, looked up): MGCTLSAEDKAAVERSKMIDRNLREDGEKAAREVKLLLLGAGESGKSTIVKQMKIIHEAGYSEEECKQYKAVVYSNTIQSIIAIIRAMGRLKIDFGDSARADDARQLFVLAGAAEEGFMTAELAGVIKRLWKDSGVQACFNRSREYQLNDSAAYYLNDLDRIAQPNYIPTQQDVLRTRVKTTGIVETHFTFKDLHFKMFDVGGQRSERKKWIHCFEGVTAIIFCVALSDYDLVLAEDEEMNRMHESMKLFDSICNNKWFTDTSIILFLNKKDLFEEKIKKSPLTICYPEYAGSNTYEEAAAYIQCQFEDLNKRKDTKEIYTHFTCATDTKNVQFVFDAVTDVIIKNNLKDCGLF
Lamin A splicing = changes lamin A minigene splicing in HeLa cells. HeLa LMNA splicing GFP/RFP minigene ratio, 48 h. Potency, µM (series often up to 46.1 µM), for inactives: top-dose ratio change, negative = inhibition, usual class: inhibitors. 200,000 compounds, 0.01% hits; active means well fitted inhibition curve with a large enough effect in the signal ratio, with a control signal flat, not every such curve was filed as active; inconclusive means small, poorly fitted or top-dose-only effect, or effect the other way, or a change in a side signal; the % refers to the signal ratio; further: on the % scale 0 is the no-effect control and ±100 the full control effect
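S3 HeLa stable clones carrying a lamin A-EGFP splicing minigene plus DsRed2 were seeded at 600 cells/well in Opti-MEM with 2% FBS, pin-dosed and incubated 48 h at 37°C. Acumen cytometry (488 nm) gave the GFP/RFP total-intensity ratio.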
ALDH1A1 inh = ALDH1A1 (human) enzyme inhibition. AID 1030. Purified ALDH1A1, NADH fluorescence, propionaldehyde substrate. Potency, µM (top dose mostly 75.3 µM), inactives show top-dose activity, negative = inhibition, actives largely listed as inhibitors. 220,000 compounds, 7.3% hits. P00352; active means well fitted inhibition curve with a large enough effect, not every such curve was filed as active; inconclusive means small, poorly fitted or top-dose-only effect, or another doubt; inactive means no such curve, though single readings can be large or run the other way;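 further: plate controls were no enzyme wells and a reference inhibitor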
Target sequence (P00352 whole entry, looked up): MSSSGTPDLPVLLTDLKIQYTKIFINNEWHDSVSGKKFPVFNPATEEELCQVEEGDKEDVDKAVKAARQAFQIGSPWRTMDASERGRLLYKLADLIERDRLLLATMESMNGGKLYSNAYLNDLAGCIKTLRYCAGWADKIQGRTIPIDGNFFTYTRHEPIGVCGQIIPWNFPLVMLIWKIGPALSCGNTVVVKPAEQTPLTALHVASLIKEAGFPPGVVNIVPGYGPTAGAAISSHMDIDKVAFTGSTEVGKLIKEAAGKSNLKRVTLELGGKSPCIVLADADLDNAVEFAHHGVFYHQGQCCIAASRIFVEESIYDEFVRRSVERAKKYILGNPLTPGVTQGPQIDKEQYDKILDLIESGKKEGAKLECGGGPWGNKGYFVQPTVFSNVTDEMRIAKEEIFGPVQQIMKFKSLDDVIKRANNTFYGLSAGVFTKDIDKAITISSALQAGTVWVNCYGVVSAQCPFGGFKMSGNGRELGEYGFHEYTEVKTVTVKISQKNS
SMN2 splice enh = enhancers of SMN2 splice variant expression; HEK293 SMN2-luciferase splicing reporter, luminescence, 30-36 h; 210,000 compounds, 2.8% hits; AID 1458; Potency, µM (series often up to 46.1 µM), inactives show at the top dose activity change, positive = activation, hits mostly activators; further: % of control where 0% means no effect; nearly all actives have a fitted effect of over 55% in size
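qHTS luciferase splicing reporter: luminescence rises when SMN2 exon 7 is included in transfected HEK293 cells. Compound exposure lasted 30-36 h at 37C, with 4.5 mM final sodium butyrate as control, followed by a ONE-Glo read.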
An asterisk follows results filed as active; i = inactive; ? = inconclusive; . = not tested or not shown; & = joins results of further samples; [ ] = remark or other dose. Unless noted, the call rests on the fitted dose curve; in most records, active means well fitted curve in the direction sought with a large enough effect; inconclusive means small, poorly fitted or top-dose-only effect, or another doubt; inactive means no such curve, though single readings can be large; an effect the other way counts as inactive or inconclusive. Potency means the concentration at half of the fitted maximal effect. This is a subset; count on the stated rates, not on these rows.

SMILES	KDM4E inh	TR SRC2 fluor cs	TRb SRC2 PPI	RECQ1 inh	RGS12 GoLoco inh	Lamin A splicing	ALDH1A1 inh	SMN2 splice enh
C=CCSC1=N/C(=C\c2cccnc2)C(=O)N1c1ccc(OC)cc1	12%	-3%	5%	-10%	-1%	-3%	-14%	-17%
CCCCSc1nc2c(cnn2-c2ccc(F)cc2)c(=O)[nH]1	0%	2%	8%	i	-2%	-2%	2%	-21%
O=C1NC(=O)C2C1C(c1cccs1)NN2Cc1ccccc1 (stereo not drawn)	?	-5%	4%	i	5%	3%[46 µM]	-8%	8%
O=C(NNc1nc2ccccc2nc1C(F)(F)F)c1ccccc1	6%	-1%	-5%	-4%	9%	8%	?	-1%
O=C(Nc1ccc2nc(-c3ccccc3)[nH]c2c1)c1ccco1	?	2%	0%	-18%	-1%	1%	?	16µM*
CN(C)c1ccnc(-n2cccc2/C=N/OCc2ccccc2)c1C#N	0%	-6%	-3%	-5%	6%	-2%	-4%	0%
COc1cc(C(=O)NC(=S)N2CCCCCC2)cc(OC)c1OC	-10%	1%	4%	0%	5%	.	-3%	18%
CCOc1oc(-c2ccc(OC)cc2)nc1C(F)(F)F	?	-3%	-8%	-8%	-20%	9%	-2%	-2%
O=C(NCc1cccnc1)C(=O)N/N=C/c1ccccc1[N+](=O)[O-]	4%	-1%	-5%	i	3%	-9%[46 µM]	9%	14%
CCOC(=O)/C=C1\SCC(=O)N1CC(=O)Nc1ccc2c(c1)CCC2	-2%	0%	-1%	-11%	13%	-2%	6%	23%
CCc1cccc(NC(=O)c2ccc(Cn3c(=O)[nH]c4ccsc4c3=O)cc2)c1	4%	-2%	-1%	-2%	28%	-4%	5%	-3%
CCN(CC)CCNC(=O)C1CCC(=O)N1CCc1ccccc1 (stereo not drawn)	5%	1%	-4%	i	-2%	-5%[0.0737 µM]	9%	2%
C=CCn1c(SCC(=O)Nc2ncc(Cc3ccc(C)c(Cl)c3)s2)nnc1-c1ccncc1	-6%	-6%	1%	1%	3%	-10%	-5%	-58%[inhibitor]
Cc1ccc(C(=O)OC2CCOC2=O)cc1NC(=O)c1ccco1 (stereo not drawn)	2%	3%	-2%	i	4%	1%	11%	0%
Cc1cc(Nc2ccccc2)n(-c2nc3ccccc3[nH]2)n1	-3%	-4%	-7%	-14%	7%	?	4%	6%
COCOc1ccc(OC)cc1C(=O)C1O[C@H]1c1ccc(OC)c(Br)c1 (stereo partly drawn)	?	0%	10%	-2%	-7%	.	?	13%
C/C=C\C=C/C(=O)Nc1cccc(C2=NOC3(C2)C[C@@H](C(N)=O)N(C(=O)/C=C/CC)C3)c1 (stereo partly drawn)	-14%	-3%	-7%	i	-20%	.	.	.
COc1ccc(CNc2nc3ccccc3n2Cc2ccccc2)cc1OC	4%	0%	4%	i	6%	4%	-4%	-48%[inhibitor]
Cc1cc(C)cc(C(=O)N2CCN=C2c2ccccc2)c1	-2%	-3%	0%	15%	3%	10%	13%	6%
CCOc1ccccc1/C=C/c1cc(C(=O)O)c2ccccc2n1	?	-2%	-2%	15%	20%	.	.	.

Copied from the list:
O=C1NC(=O)C2C1C(c1cccs1)NN2Cc1ccccc1 (stereo not drawn) in TR SRC2 fluor cs is listed with -5%
O=C(NCc1cccnc1)C(=O)N/N=C/c1ccccc1[N+](=O)[O-] in TR SRC2 fluor cs is listed with -1%

Continued:
SMILES	KDM4E inh	TR SRC2 fluor cs	TRb SRC2 PPI	RECQ1 inh	RGS12 GoLoco inh	Lamin A splicing	ALDH1A1 inh	SMN2 splice enh
CN1CCN(C(=O)CN(c2cc(C(F)(F)F)ccc2Cl)S(C)(=O)=O)CC1	10%	0%	7%	-2%	15%	-1%	10%	21%
CC(C)CC(c1nnnn1Cc1ccc2c(c1)OCO2)N1CCC(C(N)=O)CC1 (stereo not drawn)	-10%	0%	0%	i	7%	13%[46 µM]	-10%	-8%
CC(C)C[C@@H](CC(=O)N[C@@H](CCCN)CC(=O)N[C@@H]1CCCC[C@H]1C(=O)N[C@H](CC(=O)N[C@@H](CCC(=O)O)CC(=O)O)Cc1c[nH]c2ccccc12)NC(=O)[C@@H]1CCCC[C@H]1N	-28%	-1%	1%	7%	-3%	.	?	13%
Nc1c(-c2ccccc2)c(CN2CCOCC2)nn1-c1ccc(C(=O)O)cc1	4%	-1%	-2%	1%	0%	-10%	2%	-4%
Cc1nn(Cc2c(Cl)cccc2Cl)c(C)c1NC(=O)/C=C/c1cnn(C)c1C	-3%	-2%	-1%	3%	-5%	?	4%	-21%
CCn1cc(/C=N\NC(=O)COc2cccc(C)c2C)c(C)n1	11%	-1%	-3%	i	4%	5%	5%	-7%
CCc1ccc(N(CC(=O)NCc2ccc(F)cc2)C(=O)c2csnn2)cc1	5%	-1%	5%	i	11%	8%[46 µM]	?	5%
CSc1c(CC(=O)Nc2ccccc2)n(Cc2ccccc2)c2ccccc12	-15%	1%	-1%	-11%	11%	8%	8%	-17%
CCC(C)NC(=O)c1ccccc1NC(=O)CN(c1cc(C)ccc1OC)S(C)(=O)=O (stereo not drawn)	-9%	-6%	-2%	i	-3%	.	-1%	.
CC(=O)CSc1nnc(-c2ccc3c(c2)OCO3)o1	-1%	-1%	-11%	2%	2%	-4%	11%	14µM*
Cc1ccc2cc(C#N)c(SCC(=O)Nc3ccc4sc(C)nc4c3)nc2c1	5%	2%	8%	-5%	6%	-7%	-1%	-27%
CCc1ccccc1Nc1nc(N)nc(CSc2nnnn2C)n1	-1%	-2%	-9%	0%	2%	.	2%	21%
Cc1ccc(/C=N/n2c(=O)c(C(C)(C)C)nn3cnnc23)cc1	4%	0.079µM*[quencher]	?	-6%	11%	-6%	2%	5%
O=C(COC(=O)Cc1cccc(C(F)(F)F)c1)Nc1cccc2ccccc12	-1%	-4%	3%	-1%	-5%	-4%	11%	8%
CN(C)c1ccc(CN(C(=O)COc2ccccc2)C2CCS(=O)(=O)C2)cc1 (stereo not drawn)	-5%	1%	10%	-6%	-16%	5%	4µM*	?
CC(C)CCn1c(Cl)nc2c1c(=O)n(C)c(=O)n2C	2%	-1%	-2%	-5%	-6%	16%[0.0737 µM]	-2%	-24%
O=C(NCc1cccnc1)c1ccccc1[N+](=O)[O-]	-4%	6%	0%	-1%	2%	-2%	12%	7%
CCOC(=O)c1c(NC(=O)c2cccs2)sc2c1CCCC2	5%	-5%	3%	i	14%	-2%	0%	.
COc1cc2c(cc1OC)C(C(=O)NCCN(C)C)C(c1cccs1)N(C)C2=O (stereo not drawn)	-2%	-1%	0%	-13%	-5%	.	11%	-10%
O=C(Nc1ccccc1C(F)(F)F)N1CCN(c2ccc3nnc(-c4ccc(F)cc4)n3n2)CC1	4%	?	-3%&-3%	5%	0%	?	-12%	-52%&-3%[inhibitor]
CC(OC(=O)c1ccc2ccccc2n1)C(=O)Nc1ccc(N2CCOCC2)cc1 (stereo not drawn)	7%	-6%	2%	-9%	-7%	-9%	3%	?
COc1ccc(OCC(=O)N/N=C(/C)Cc2ccccc2)cc1	3%	10%	6%	-4%	-2%	-9%	-3%	8%
COc1cccc(-n2c(C)n[nH]c2=O)c1	0%	-2%	6%	-3%	1%	2%	6%	2%
CCOC(=O)N1CCC(NC(=O)c2cc(C(=O)Nc3ccc(OC)c(OC)c3)ccc2CO)CC1	5%	-2%	-1%	2%	-24%	?	?	-16%
CCCCCOc1ccc(/C=c2\sc3nc(=O)c(-c4ccccc4)nn3c2=O)cc1OC	-2%	-1%	-2%	-16%	0%	-8%	11µM*	20%
Cc1ccc(C2C3=C(CCCC3=O)Nc3nc(SCC(=O)NCc4ccco4)[nH]c(=O)c32)cc1 (stereo not drawn)	?	-3%	-8%	-7%	5%	1%	?	1%
CCc1ccc(NC(=S)N(CCCN2CCOCC2)Cc2ccccn2)cc1	-3%	-8%	-1%	i	3%	2%	?	9%
O=C(Nc1ccccc1C(=O)N1CCOCC1)C1CCC(=O)N1C1CCCC1 (stereo not drawn)	4%	-1%	-14%	-17%	-2%	20%	13%	6%
CCC(Oc1ccccc1)C(=O)O/N=C(\N)c1ccc(OC)c(OC)c1 (stereo not drawn)	1%	1%	-4%	-8%	3%	?	?	7%
Nc1ccc2nc(CCc3ccccc3)[nH]c2c1	9%	-3%	2%	10%	84%[activator]	-19%	?	?
O=C(O)c1ccccc1/C=N/NC(=S)NCc1ccccc1	-8%	0%	7%	-2%	-2%	.	10%	.
Oc1cccc(-c2nc3ccc4ccccc4c3c3c2CCC3)c1	0%	0%	-7%	24%	17%	?	?	?
OC(COCC1COc2ccccc2O1)CN1CCN(c2ccccn2)CC1 (stereo not drawn)	-8%	-3%	-11%	-3%	5%	17%	6%	-29%
Cc1cc(=O)oc2c1c(C)nn2-c1ccc(C(=O)OC(C)C)cc1	3%	0%	-11%	6%	188%[activator]	-9%	1.1µM*	12%
O=C(CSc1ccc2ccccc2c1)Nc1ncccn1	-10%	-4%	-3%	3%	.	-6%	-6%	.
CC1CC(C)(C)NC(=S)N1CCCC(=O)Nc1ccc(F)c(F)c1 (stereo not drawn)	2%	1%	-11%	-8%	3%	-11%[46 µM]	2%	-7%
Cn1nccc1NC(=O)Nc1cccc([N+](=O)[O-])c1	4%	0%	0%	6%	7%	.	.	.
O=C(NCCc1ccc(Cl)cc1)C1CCN(S(=O)(=O)N2CCCC2)CC1	-3%	-2%	7%	-8%	6%	8%	3.2µM*	13%
COc1cccc(-c2nc3ccc([N+](=O)[O-])cc3o2)c1	9%	0%	-1%	-4%	9%	?	3%	16µM*
